USP2a block: qHTS Assay for Inhibitors of Ubiquitin-specific Protease USP2a Using CHOP2 as the Reporter. Ubiquitin carboxyl-terminal hydrolase 2 (Homo sapiens), O75604. USP2 core, Ub-CHOP2 coupled fluorogenic reporter, 485/531. Potency, µM (doses to about 38.3 µM), for inactives: top-dose activity change, negative = inhibition, most hits filed as inhibitors. actives 0.01% (n = 330,000). AID 463254, 2010;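 note: potency is the fitted concentration of half-maximal effect; plate controls were DMSO wells for no effect and full inhibition by NEM control for full effect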
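Cell-free coupled assay: 10nM USP2 core preincubated 30min RT with compound in Tris-HCl pH 8.0/CaCl2/CHAPS buffer, then 25nM Ub-CHOP2 and 25nM reporter substrate; fluorescence (Ex 485/Em 531) read after 60min RT, normalized to NEM inhibition, concentration-response curves fitted.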
Eya2 inh: qHTS Assay for Inhibitors of the Phosphatase Activity of Eya2 | Potency, µM (doses to about 76.9 µM), for the others: at the top dose activity, negative = inhibition, hits mostly inhibitors | actives 0.006% (n = 330,000) | Protein phosphatase EYA2 (Homo sapiens), O00167 | recombinant Eya2, OMFP fluorescence dephosphorylation (OMFP is methylfluorescein phosphate); note: potency is the fitted concentration of half-maximal effect; % is set by controls: 0 for no effect and ±100 for the full control effect
Target sequence (O00167 whole entry, looked up): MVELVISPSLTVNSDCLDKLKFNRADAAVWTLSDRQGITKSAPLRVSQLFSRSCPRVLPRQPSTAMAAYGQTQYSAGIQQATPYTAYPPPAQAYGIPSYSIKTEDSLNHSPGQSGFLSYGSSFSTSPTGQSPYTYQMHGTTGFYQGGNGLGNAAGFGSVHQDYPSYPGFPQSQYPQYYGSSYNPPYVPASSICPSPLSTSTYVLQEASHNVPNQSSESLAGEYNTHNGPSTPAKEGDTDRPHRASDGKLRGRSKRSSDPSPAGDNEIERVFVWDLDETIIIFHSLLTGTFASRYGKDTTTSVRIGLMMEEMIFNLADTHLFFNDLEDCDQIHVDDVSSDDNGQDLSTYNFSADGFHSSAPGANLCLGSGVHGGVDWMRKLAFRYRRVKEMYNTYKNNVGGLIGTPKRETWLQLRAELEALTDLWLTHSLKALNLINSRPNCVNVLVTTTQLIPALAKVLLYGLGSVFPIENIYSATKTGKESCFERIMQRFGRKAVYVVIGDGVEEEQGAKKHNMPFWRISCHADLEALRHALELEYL
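Eya2 protein (added as 0.2 uM solution) was preincubated with compound for 10 min at ambient temperature in 50 mM HEPES pH 7.5, 50 mM NaCl, 5 uM MgCl2, 0.05% BSA, 1 mM DTT. OMFP (added at 50 uM) then reacted 10 min; fluorescence read at 485/525 nm.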
B2AR arrestin: qHTS assay of beta-arrestin-biased ligands of beta2-adrenergic receptor. Beta-2 adrenergic receptor (Homo sapiens), P07550. beta-arrestin recruitment to beta2AR, cell-based reporter. Potency, µM (highest dose often 46.1 µM), inactives show at the highest dose activation, most hits filed as activators. actives 0.02% (n = 330,000). AID 492947, 2010;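 note: potency is the fitted concentration of half-maximal effect; 0% = DMSO controls and full agonism = EC100 isoproterenol or metaproterenol; nearly all actives have a fitted effect of over 65% in size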
Target sequence (P07550 whole entry, looked up): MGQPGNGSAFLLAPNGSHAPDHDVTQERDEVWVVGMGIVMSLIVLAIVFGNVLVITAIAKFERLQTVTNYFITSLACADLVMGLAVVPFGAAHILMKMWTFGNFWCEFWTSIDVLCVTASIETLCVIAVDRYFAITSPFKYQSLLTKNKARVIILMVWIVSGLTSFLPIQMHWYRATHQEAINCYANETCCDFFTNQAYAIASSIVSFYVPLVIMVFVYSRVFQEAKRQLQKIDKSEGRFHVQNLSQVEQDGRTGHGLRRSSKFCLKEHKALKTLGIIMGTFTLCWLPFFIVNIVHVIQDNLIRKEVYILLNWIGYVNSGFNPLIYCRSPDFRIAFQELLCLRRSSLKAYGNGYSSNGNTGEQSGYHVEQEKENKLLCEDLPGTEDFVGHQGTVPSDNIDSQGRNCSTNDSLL
PTAP TSG101 blk: qHTS Assay for Iinhibitors of HIV-1 Budding by Blocking the Interaction of PTAP/TSG101. Tumor susceptibility gene 101 protein (Homo sapiens), Q99816. Fluorescence polarization, FITC-PTAP peptide / Tsg101 binding. Potency, µM (titrated, usually from 115 µM), without a hit: at the highest dose activity change, negative = inhibition, actives largely listed as inhibitors. 340,000 tested, under 10 active; active = well fitted inhibition curve with a large enough effect in the main read-out, with a control signal flat, not every such curve was filed as active; inconclusive = small, poorly fitted or top-dose-only effect, or effect the other way, or a change in a side signal; inactive = no such curve, though single readings can be large or run the other way; note: potency is the fitted concentration of half-maximal effect; % of control where 0% means no effect
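Fluorescence polarization binding of Tsg101 binding domain (10 uM final) to FITC-labeled PTAP peptide (50 nM final) in HEPES pH 7.5 buffer with NaCl, Tween 20, EDTA, TCEP. Compounds added before peptide; binding 20 min at RT.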
p53 reactivation: qHTS assay for re-activators of p53 using a Luc reporter; Potency, µM (titrated, usually from 92.2 µM), for the others: at the top dose activity change, positive = activation, usual class: activators; H1299 p53-A138V BP100-luciferase reporter, luminescence, 24 h; actives 0.063% (n = 320,000); note: potency is the fitted concentration of half-maximal effect; % of control where 0% means no effect; nearly all actives have a fitted effect of over 45% in size
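p53-null H1299 cells stably carrying temperature-sensitive p53-A138V and a BP100-luciferase reporter were pinned with compounds (4-point, 1:5 series) and held 24 hrs at 37 deg C. Luminescence was read 10 min after detection reagent.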
a7 integrin act: qHTS for Activators of Integrin-Mediated Alleviation for Muscular Dystrophy. alpha7betagal myoblasts, beta-gal FDG fluorescence, 48 h. AID 624291, 2012. Potency, µM (doses to about 38.3 µM), for the others: at the top dose activation, actives largely listed as activators. actives 0.064% (n = 350,000);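 note: potency is the fitted concentration of half-maximal effect; 100% = response of the positive control SU9516; nearly all actives have a fitted effect of over 60% in size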
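Alpha7betagal+/- myoblasts (passage 13) were plated 16-24 hr, then exposed to compounds (1:260 dilution of DMSO stock) for 48 hours at 37C. After MPER lysis, β-galactosidase reporter activity was read as FDG fluorescence (ex 480/em 540) after 30 minutes.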
S-ASM inh: Inhibitors of Secretory Acid Sphingomyelinase (S-ASM): qHTS; Sphingomyelin phosphodiesterase (Homo sapiens), P17405; placental ASM, HMU-PC fluorogenic substrate, 60 min; Potency, µM (doses to about 57.5 µM), without a hit: at the top dose activity change, negative = inhibition, most hits filed as inhibitors; actives 0.006% (n = 340,000); AID 504937, 2011; note: potency is the fitted concentration of half-maximal effect
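qHTS format. ASM enzyme prepared from human placenta hydrolyses the fluorogenic substrate HMU-PC0 (9 uM final) over 60 min at 37 °C after a 10 min compound preincubation.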
ELG1 genotoxic: qHTS screen for small molecules that induce genotoxicity in human embryonic kidney (HEK293T) cells expressing luciferase-tagged ELG1 | actives 1.3% (n = 330,000) | HEK293T ELG1-luciferase reporter, luminescence, 16 h | Potency, µM (top dose mostly 46 µM), without a hit: top-dose activity change, positive = activation, usual class: activators; note: potency is the fitted concentration of half-maximal effect; % of control where 0% means no effect; nearly all actives have a fitted effect of over 60% in size
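Genotoxicity was scored as increased ELG1-luciferase reporter signal, measured by ONE-Glo luminescence (30 min, room temperature). Compound or vehicle exposure of the HEK293T reporter cells lasted 16 hr at 37°C.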
TRPV1 ag: HTS Assay for Compounds that Act as Agonists of the Vanilloid Receptor 1; Transient receptor potential cation channel subfamily V member 1 (Homo sapiens), Q8NER1; TRPV1-expressing cells, Fluo-8 calcium influx, agonist mode; activation, % at 8.33 µM; actives 0.19% (n = 320,000); in the data active = activation above about 80%; inconclusive = between about 30% and that limit; note: 0% is about no effect
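Fluo-8 calcium influx in TRPV1-expressing cells, kinetic read (ex 480/em 520 nm). Compound added and read 3 min for agonist activity, followed by capsaicin at EC20 final and 2 min further read for enhancement.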
uPA surface inh: qHTS for Inhibitors of Cell Surface uPA Generation. cell surface uPA generation assay, qHTS. Potency, µM (series often up to 38.3 µM), without a hit: top-dose activity change, negative = inhibition, most hits filed as inhibitors. actives 0.31% (n = 330,000); active = well fitted inhibition curve with a large enough effect; inconclusive = small, poorly fitted or top-dose-only effect; inactive = no such curve, though single readings can be large or run the other way; tested in mouse RAW 264.7 cells; note: potency is the fitted concentration of half-maximal effect; % is set by controls: 0 for no effect and ±100 for the full control effect; nearly all actives have a fitted effect of over 55% in size
BRCA1 expr act: qHTS Assay to Identify Small Molecule Activators of BRCA1 Expression | MCF7-BRCA1-FFLuc reporter, luminescence, 48 h; response scale: scaled: vehicle 0%, 10 µM genistein 100% | Potency, µM (series often up to 46.1 µM), inactives show at the highest dose activation, hits mostly activators | actives 1.1% (n = 380,000); note: potency is the fitted concentration of half-maximal effect; nearly all actives have a fitted effect of over 80% in size; some results filed as inactive show a strong effect at the top dose
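48 h compound treatment of MCF7-BRCA1-FFLuc cells (phenol-red free MEM, 37 °C), then 15 min with luciferase substrate and luminescence imaging.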
* = called active by the depositor; ? = inconclusive; / = no result given; [ ] = remark or other dose. Unless noted, calls come from the whole dose curve; as a rule, active = well fitted curve in the direction sought with a large enough effect; inconclusive = small, poorly fitted or top-dose-only effect, or another doubt; inactive = no such curve, though single readings can be large; an effect the other way counts as inactive or inconclusive.

molecule,USP2a block,Eya2 inh,B2AR arrestin,PTAP TSG101 blk,p53 reactivation,a7 integrin act,S-ASM inh,ELG1 genotoxic,TRPV1 ag,uPA surface inh,BRCA1 expr act
O=C(COc1ccccc1)N=C1SC2CS(=O)(=O)CC2N1c1ccc(F)cc1 (stereo not given),0%,4%,-1.0%,-2%,4%,19%,2%,-1%,2,-12%,0%
N#Cc1ccc(OCC(=O)OCC(=O)Nc2cc(C(F)(F)F)ccc2N2CCOCC2)cc1,2%,-2%,-0.7%,-3%,0%,-23%,-4%,-1%,12,-1%,14%
Clc1ccc2ccc3cccnc3c2n1,2%,8%,0.0%,-1%,17%,9%,0%,-1%,4,4%,-32%
CCn1cc(Cl)c(C(=O)Nc2cc(C(=O)OC)cc(C(=O)OC)c2)n1,0%,0%,0.0%,2%,1%,16%,-2%,1%,7,0%,-10%
N#C/C(=C\c1ccc(Cl)cc1)c1nc2ncccc2[nH]1,4%,12%,0.0%,-1%,12%,-12%,193%[activator],16%,0,-11%,-36%
Cc1c(CNCCc2ccccc2)c(C(=O)O)c(C)n1-c1ccccc1,0%,2%,0.6%,-5%,7%,8%,7%,8%,17,8%,20%
COc1ccc(NC(=O)c2cc3nc(-c4ccccc4)cc(C)n3n2)cc1OC,-2%,-20%,0.0%,-5%,-4%,1%,-4%,-4%,1,1%,-15%
CCC(C)OC(=O)c1cc(C)nc2c(Br)cc(Br)cc12 (stereo not given),-2%,-2%,-2.4%,-3%,-6%,10%,-2%,-4%,4,4%,-21%

In another format: results already given.
Below each SMILES – USP2a block | Eya2 inh | B2AR arrestin | PTAP TSG101 blk | p53 reactivation | a7 integrin act | S-ASM inh | ELG1 genotoxic | TRPV1 ag | uPA surface inh | BRCA1 expr act
Clc1ccc2ccc3cccnc3c2n1
    2% | 8% | 0.0% | -1% | 17% | 9% | 0% | -1% | 4 | 4% | -32%
CCn1cc(Cl)c(C(=O)Nc2cc(C(=O)OC)cc(C(=O)OC)c2)n1
    0% | 0% | 0.0% | 2% | 1% | 16% | -2% | 1% | 7 | 0% | -10%

Next section
molecule,USP2a block,Eya2 inh,B2AR arrestin,PTAP TSG101 blk,p53 reactivation,a7 integrin act,S-ASM inh,ELG1 genotoxic,TRPV1 ag,uPA surface inh,BRCA1 expr act
CC(=O)N1CCOc2ccc(S(=O)(=O)N3CCC(C(=O)Nc4ccccc4F)CC3)cc21,3%,-8%,2.6%,0%,-1%,-1%,1%,-4%,1,-1%,-9%
CCc1nc(SCc2cccnc2)[nH]c(=O)c1C,0%,24%,-0.8%,-5%,-2%,-15%,3%,3%,-1,0%,-25%
CC(=O)OC(c1nc2ccccc2c(=O)n1C1CC2(OC1=O)c1ccccc1N1C(=O)C(C)(C)N(O)C12)C(C)C (stereo not given),-2%,-1%,-0.1%,2%,-4%,-32%,-3%,-10%,10,-4%,-23%
O=C1Nc2ncccc2OC1CCCl (stereo not given),2%,5%,-0.2%,-1%,-3%,-15%,10%,0%,-4,-1%,-3%
COc1ccc(NC(=O)CN(C)C(=O)CNC(=O)c2cccs2)cc1,0%,3%,0.0%,/,/,-42%,2%,3%,-3,-12%,3%
COc1ccc(Br)cc1CN1CCN(C(=O)c2ccc(F)cc2)CC1,-1%,-1%,0.1%,-4%,-2%,-17%,7%,-1%,20,-1%,-19%
O=C(CCC1CCCCC1)Nc1ccccc1O,0%,-31%,-0.2%,-2%,?,12%,-1%,10µM*,-3,-5%,-4%
COc1ccc([C@@H]2[C@@H]3C(=O)N(C(C)(C)C)C(=O)[C@@H]3[C@]3(Cc4ccc(Cl)cc4)C(=O)N(c4cccc(C)c4)C(=O)N23)cc1,-1%,0%,-0.9%,-2%,2%,-2%,-3%,-1%,-1,12%,0%
CCc1nnc2sc(-c3ccc(NC(=O)CSc4ccc(Cl)cc4)cc3)nn12,/,/,/,0%,/,1%,-1%,/,/,2%,15%
CCOC(=O)N1CCC(C(=O)Nc2ccc(OCC)cc2)CC1,8%,-4%,-0.6%,-1%,-6%,-15%,5%,1%,3,-3%,4%
Cc1ccc(S(=O)(=O)N(C)c2cc(S(=O)(=O)Nc3ccncc3)c(C)cc2C)cc1,-2%,-4%,-3.4%,1%,1%,25%,2%,1%,-5,-3%,-13%
c1ccc(CN2CCN(c3nc(-c4ccccc4)nc4ccccc34)CC2)cc1,1%,-9%,-0.1%,0%,8%,-27%,-6%,-5%,1,-2%,-27%
O=C(N=C1SC2CS(=O)(=O)CC2N1c1ccc(Br)cc1F)C1CC1 (stereo not given),2%,5%,0.4%,-2%,-3%,-31%,-1%,1%,-5,5%,9%
Cc1ccc(C)c(S(=O)(=O)Nc2ccc(C(=O)N3CCC3)cc2)c1,1%,-3%,0.3%,-1%,-5%,1%,0%,2%,-2,-4%,-22%
CC1Cc2ccccc2N1C(=O)c1ccc2snnc2c1 (stereo not given),4%,-4%,-1.0%,0%,-1%,-18%,-3%,-2%,-6,5%,1%
CCOC(=O)/C(C#N)=C1\CC2CCC1(C)C2(C)C (stereo not given),-1%,9%,0.0%,0%,-2%,2%,4%,12%,14,-7%,43%

Record cards, as listed above. Order of values: USP2a block | Eya2 inh | B2AR arrestin | PTAP TSG101 blk | p53 reactivation | a7 integrin act | S-ASM inh | ELG1 genotoxic | TRPV1 ag | uPA surface inh | BRCA1 expr act
CCOC(=O)/C(C#N)=C1\CC2CCC1(C)C2(C)C (stereo not given) in the list: -1% | 9% | 0.0% | 0% | -2% | 2% | 4% | 12% | 14 | -7% | 43%
CC1Cc2ccccc2N1C(=O)c1ccc2snnc2c1 (stereo not given) in the list: 4% | -4% | -1.0% | 0% | -1% | -18% | -3% | -2% | -6 | 5% | 1%
c1ccc(CN2CCN(c3nc(-c4ccccc4)nc4ccccc34)CC2)cc1 in the list: 1% | -9% | -0.1% | 0% | 8% | -27% | -6% | -5% | 1 | -2% | -27%

Next part:
molecule,USP2a block,Eya2 inh,B2AR arrestin,PTAP TSG101 blk,p53 reactivation,a7 integrin act,S-ASM inh,ELG1 genotoxic,TRPV1 ag,uPA surface inh,BRCA1 expr act
CCOc1cc(C)c(Cl)cc1S(=O)(=O)N(C)C,3%,1%,-0.2%,-5%,-5%,10%,-2%,2%,0,0%,11%
CC(C)=CCCC1=CCC(/C(C)=N/NC(N)=O)CC1 (stereo not given),-1%,-5%,0.3%,-1%,-9%,-13%,-1%,1%,-10,5%,7%
COc1cccc(C2/C(=C(\O)c3c(C)nc4c(C)cccn34)C(=O)C(=O)N2CCCN(C)C)c1 (stereo not given),1%,-5%,-0.1%,/,5%,/,/,-7%,5,/,/
O=C(CSc1nnnn1-c1ccccc1)Nc1ncc2c(n1)CC(c1ccco1)CC2=O (stereo not given),1%,-1%,-0.3%,-5%,10%,4%,0%,-2%,9,-5%,-19%
COc1ccc(/C=N/NC(=O)c2cc3c(ccc4ccccc43)o2)c(OC)c1,4%,7%,0.7%,3%,/,31%,148%[activator],-11%,-2,?,0%
CC1CC(C)CN(C(=O)CNC(=O)c2sc3ccccc3c2Cl)C1 (stereo not given),-1%,13%,0.1%,-5%,15%,0%,-13%,-1%,25,-6%,64%
CCOc1cc(NC(=O)c2ccccc2OC)c(OCC)cc1NC(=O)c1ccccc1,0%,-6%,0.2%,-4%,/,1%,174%[activator],-1%,11,4%,-1%

Screening results deposited in PubChem by National Center for Advancing Translational Sciences (NCATS).
